Compound activity deposited in PubChem BioAssay by The Scripps Research Institute Molecular Screening Center.
HTRA1 inh = HTRA1 serine protease inhibitors, primary screen, biochemical, fluorescence polarization, HTS | Q92743 | recombinant HTRA1, FP-rhodamine activity-based probe | inhibition, % at 5.96 µM | hit rate 0.5% among 340,000; in the data active means inhibition above about 36%;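 further: 0% = enzyme with DMSO and 100% = wells lacking enzyme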
mABHD4 FP = ABHD4 inhibitors, primary screen, biochemical, fluorescence polarization, mouse; inhibition, % at 8.92 µM; hit rate 0.54% among 370,000; (Lyso)-N-acylphosphatidylethanolamine lipase (Mus musculus), Q8VD66; purified mABHD4, FP-Rh probe fluorescence polarization; AID 720543, 2013;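 active means inhibition exceeding the mean over every tested compound plus 3 SD, cut at about 30% in these data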;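 further: 0% = plate median of compound wells and 100% = S159A mutant with DMSO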
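Material: mouse ABHD4 enzyme, wild type; Benchmarks: S159A mutant high control, sample median low control; Buffer or medium: HEPES pH 7.0, NaCl, Pluronic buffer; Signal: fluorescence polarization; Read-out: percent inhibition of probe binding, normalized to plate controls; Timing: pre-incubation 45 min, probe exposure 60 min, at 25 °C; Dosing: 8.92 µM, single dose.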
PRMT1 FP inh = PRMT1 methyltransferase inhibitors, primary screen, biochemical, fluorescence polarization | Protein arginine N-methyltransferase 1 (Homo sapiens), Q99873 | recombinant PRMT1, activity-based probe fluorescence polarization | inhibition, % at 2.79 µM | hit rate 1.3% among 370,000;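 active means inhibition above about 21% made by adding two undisclosed values, limit read from the data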
TCR-CD3 inh = inhibitors of human TCR-CD3 interaction, primary screen, biochemical, fluorescence, TAMRA-labeled TCR probe; inhibition, % at 9.4 µM; hit rate 0.37% among 360,000; AID 651800, 2012; in the data active means inhibition above about 19%;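 further: recombinant mutant TCR 2C K166C tagged with TAMRA read by polarization; 0% = receptor in buffer alone and 100% = receptor with positive control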
UHRF1 binding = UHRF1 methylated DNA binding inhibitors, primary screen, counter-screen for MBD2 inhibitor project, biochemical, TR-FRET, human UHRF1, single concentration; E3 ubiquitin-protein ligase UHRF1 (Homo sapiens), Q96T88; UHRF1 binding to methylated oligo; inhibition, % at 4.4 µM; hit rate 0.75% among 370,000; AID 687016, 2013; in the data active means inhibition above about 21%;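 further: UHRF1 SRA domain binding a hemimethylated CpG hairpin DNA probe; 0% = median of test compound wells and 100% = reference inhibitor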
TDP2 absorb = human TDP2 enzyme inhibitors, primary screen, biochemical, epi absorbance, recombinant enzyme; Tyrosyl-DNA phosphodiesterase 2 (Homo sapiens), O95551; T5PNP hydrolysis, p-nitrophenol absorbance 415 nm; inhibition, % at 12.8 µM; hit rate 0.34% among 370,000; AID 720702, 2013;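 active means inhibition above the mean of all tested compounds plus 3 SD, set per campaign, cut at about 25% in these data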;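 further: 0% = DMSO with enzyme and 100% = buffer with substrate but no TDP2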
Target sequence (O95551 whole entry, looked up): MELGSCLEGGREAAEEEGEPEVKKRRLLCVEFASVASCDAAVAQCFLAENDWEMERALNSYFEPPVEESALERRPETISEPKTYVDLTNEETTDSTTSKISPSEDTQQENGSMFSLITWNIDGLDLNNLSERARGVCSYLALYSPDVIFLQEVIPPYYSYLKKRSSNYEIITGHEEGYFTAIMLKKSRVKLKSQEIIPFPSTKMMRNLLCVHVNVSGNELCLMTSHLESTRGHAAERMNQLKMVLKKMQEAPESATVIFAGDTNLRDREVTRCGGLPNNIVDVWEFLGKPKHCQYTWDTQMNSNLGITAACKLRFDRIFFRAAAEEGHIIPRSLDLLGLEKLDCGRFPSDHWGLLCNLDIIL
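Material: recombinant human TDP2; quantity: TDP2 enzyme at 120 nM final; medium: Tris-HCl pH 7.5 with MgCl2; compound: single concentration, 12.8 µM nominal, with 1% DMSO; incubation: 2 h enzyme incubation at 37 °C; signal: epi absorbance; measure: percent inhibition; benchmarks: high control without enzyme, low control DMSO plus TDP2; repeats: singlicate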
PG9 binder = binders of HIV-1 gp120 antibody PG9, primary screen, biochemical, TR-FRET. inhibition, % at 6.7 µM. TR-FRET gp120-PG9 antibody binding. hit rate 0.43% among 360,000; in the data active means inhibition above about 8.5%
DDE Tn7 FP inh = inhibitors of Tn7 peptide binding to fibrin DD(E), primary screen, biochemical, fluorescence polarization, human fibrin, Tn7 probe | Fibrinogen beta chain (Homo sapiens), P02675 | FP displacement of FITC-Tn7 peptide from fibrin DD(E); 0% = median of compound wells per plate | inhibition, % at 8.3 µM | hit rate 0.13% among 370,000;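 active means inhibition above the mean of compounds falling within the control limits plus 3 SD of them, cut at about 14% in these data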;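 further: 0% = plate median of compound wells and 100% = 10 µM Aha-Tn7 peptide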
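Measure: % inhibition scaled between sample-field median and high-control FP; Test system: human fibrin DD(E); Quantity: 2 µM final DD(E) protein; Doses: one dose, 8.3 µM nominal; Schedule: compound with protein 10 min, then 3 h after probe, room temperature; Detection: fluorescence polarization; Medium: Tris buffer with calcium and detergent, pH 7.8.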
SIAE primary = human SIAE inhibitors, primary screen, biochemical, fluorescence polarization, FP-Rh probe, 1536-well HTS. SIAE FP-Rh probe binding. inhibition, % at 9.66 µM. hit rate 0.69% among 370,000. AID 1053197, 2014;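 active means inhibition above a cutoff: mean of compounds within the control limits plus 3 SD of those, cut at about 17% in these data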;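 further: 0% = plate median of compound wells and 100% = probe without SIAE protein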
Target sequence (Q9HAT2 whole entry, looked up): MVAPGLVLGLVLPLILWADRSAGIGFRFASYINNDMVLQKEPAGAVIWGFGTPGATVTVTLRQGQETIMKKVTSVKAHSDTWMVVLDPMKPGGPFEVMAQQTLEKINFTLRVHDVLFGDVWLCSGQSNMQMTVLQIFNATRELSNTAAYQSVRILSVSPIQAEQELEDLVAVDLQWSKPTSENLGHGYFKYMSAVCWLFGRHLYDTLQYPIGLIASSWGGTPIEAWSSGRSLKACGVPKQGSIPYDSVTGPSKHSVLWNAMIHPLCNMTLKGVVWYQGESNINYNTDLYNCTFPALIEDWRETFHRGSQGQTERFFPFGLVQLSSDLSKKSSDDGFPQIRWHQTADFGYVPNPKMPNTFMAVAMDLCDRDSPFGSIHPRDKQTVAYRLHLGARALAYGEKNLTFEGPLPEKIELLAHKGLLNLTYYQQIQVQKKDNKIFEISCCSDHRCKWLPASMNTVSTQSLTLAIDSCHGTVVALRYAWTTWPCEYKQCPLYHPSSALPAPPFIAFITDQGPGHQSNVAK
LEDGF integ inh = blockers of LEDGF/p75-dependent integrase strand transfer – biochemical, TR-FRET, high throughput, primary screen; HIV-1 integrase (with human LEDGF/p75); AID 743269, 2014; TR-FRET IN-LEDGF/p75 DNA integration, Eu/Cy5; inhibition, % at 3.7 µM; hit rate 0.64% among 370,000;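 active means inhibition above the screen-wide mean plus 3 SD, cut at about 13% in these data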;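 further: signal is the Cy5 over europium emission ratio at 671 and 618 nm; 0% = plate median of compound wells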
* marks the source's active call; other numbers are inactive results; / = not tested or not shown. Random draw from the library; overall some 4.2% were active at least once.

SMILES	HTRA1 inh	mABHD4 FP	PRMT1 FP inh	TCR-CD3 inh	UHRF1 binding	TDP2 absorb	PG9 binder	DDE Tn7 FP inh	SIAE primary	LEDGF integ inh
O=C(NC1CC2CCC(C1)N2Cc1nnnn1Cc1ccco1)NC12CC3CC(CC(C3)C1)C2 (centres undefined)	-6	-6	5	-2	1	-1	4.2	10	1	-2
COc1cc2[nH]c(=O)n(CCCCCC(=O)NCCCN3CCC(C)CC3)c(=O)c2cc1OC	2	-2	-2	4	3	6	1.1	5	1	-1
COc1cc(CN2CCNC(=O)C2CC(=O)N(C)CCN2CCOCC2)cc(OC)c1 (centres undefined)	1	-6	8	-8	1	0	-0.3	3	2	-7
COc1ccccc1/C=C(/C(=O)OCC(=O)Nc1ccc(N(C)C)cc1)c1ccccc1	-3	4	6	11	-3	-6	-2.6	-3	12	1
Cc1ccc(C)c(NS(=O)(=O)c2ccc3c(c2)NC(=O)CCS3)c1	-14	5	-5	-3	2	-1	2.6	5	2	2
COc1ccc(CNC(=O)CN(CCC(C)C)S(=O)(=O)c2ccc3c(c2)OCCO3)cc1	-23	5	-1	-2	2	9	-0.9	3	-3	23*
O=C(NNC(=O)c1cnccc1C(F)(F)F)c1cccc(Cl)c1	0	4	-1	6	-1	10	-0.2	-4	5	6
CN(C)CCn1c2c(c(SCC(=O)Nc3ccccc3)nc1=O)CCCC2	-2	2	-1	-1	-2	12	-0.8	6	1	4
O=C(COC(=O)Cc1ccc(Cl)cc1)Nc1ccc(OC(F)F)cc1	-14	1	2	1	3	1	-1.0	10	0	-7
O=C1c2ccccc2S(=O)(=O)N1CC1CC(c2ccccc2)=NO1 (centres undefined)	-5	3	-1	6	-2	11	0.8	1	3	0
CC[C@@]12C(=O)N(c3cccc(Cl)c3)C(=O)N1[C@H](c1ccc(Br)cc1)[C@@H]1C(=O)N(C(C)(C)C)C(=O)[C@@H]12	-125	-14	-1	-4	-2	2	1.3	-2	-2	-2
O=C(NN=Cc1ccc(Cl)cc1Cl)c1ccccc1	-23	-7	-4	-1	-2	10	-1.8	-6	7	-3
CN(C(=O)COc1ccc(Cl)cc1Cl)c1nnc(C23CC4CC(CC(C4)C2)C3)s1	-1	3	3	2	0	4	-1.2	-6	0	3
O=C(/C=C/Nc1ccc(S(=O)(=O)Nc2ncccn2)cc1)c1ccc2ccccc2c1	-6	-7	4	-4	0	-2	0.3	2	-3	-1
CCCCC(=O)NCc1ccc2c(c1)cc(C)n2C	-4	6	9	5	-6	-3	2.1	0	-11	1
O=C(c1ccco1)N1CCN(Cc2cc(=O)c(OCc3ccccc3F)co2)CC1	3	0	-4	6	1	0	-0.5	-1	-5	3
CCOC(=O)c1ccccc1NC(=S)N1CCN(C(=O)c2ccco2)CC1	-1	3	1	4	-2	15	0.0	3	6	0
COCc1cc(C)nc2sc(C(=O)Nc3nccs3)c(N)c12	4	1	10	-2	1	10	0.2	0	10	4
O=C(COC(=O)c1cnccn1)NCc1ccccc1	1	3	0	0	0	13	-0.4	-7	-2	0
COc1ccccc1N(CC(=O)NC(C)(C)C)C(=O)c1ccc(Cl)nc1	4	-2	1	14	9	-2	-0.5	4	5	-3
Cc1ccc(NC(=O)c2ccccc2-c2cc(C)no2)cc1	5	3	-5	4	-1	-3	-2.0	0	0	-1
COc1ccc(Cn2c(-c3ccc(OC)c(O)c3)nc3ccccc32)cc1O	-8	-8	-2	-3	-3	-2	-0.2	-3	7	3
Cc1ccc(S(=O)(=O)NNC(=S)Nc2c(Cl)cccc2Cl)cc1	10	-2	1	-10	-1	9	-0.6	-1	4	-1
Cc1cc(C)c(C(N)=O)c(SCC(=O)c2cc(C)c(C)cc2C)n1	-5	27	1	5	4	5	0.4	-2	0	0
COc1ccccc1S(=O)(=O)Cc1ccc(C(=O)NCC(OC)OC)o1	5	-5	1	-1	13	-3	-2.1	7	-2	5
Nc1ccccc1OCCOCCOc1ccccc1N	7	5	-1	-3	-2	5	-0.9	1	14	-2
COc1cccc(/C=N/Nc2ccnc(=O)[nH]2)c1O	6	-2	-2	-6	-13	-5	-5.6	-3	3	-4
Cc1cc(-c2cccs2)c(C#N)c(=S)[nH]1	-2	0	16	-2	-5	7	3.1	-2	1	0
Clc1cccc(C2CCN(Cc3nc(COc4ccccc4)no3)C2)c1 (centres undefined)	-10	-8	3	-2	3	-8	-1.6	-6	3	-4
Cc1cccc(N2CCN(CC(=O)Nc3ccc(S(=O)(=O)N4CCOCC4)cc3)CC2)c1C	-5	-6	-2	7	-1	16	-2.4	-5	2	0
O=C(C(=O)N1CCN(c2ccccc2F)CC1)c1cn(CC(=O)N2CCOCC2)c2ccccc12	6	-3	0	7	1	-2	-1.1	0	-3	-2
CC(=O)c1cc(CN2CCC(n3nccc3NC(=O)c3ccccc3C)CC2)cs1	-1	-1	0	5	-2	6	-1.9	-5	-6	2
CC(=O)NCCNC(=O)Cn1nnc(-c2ccccc2)c1COc1ccc2ccccc2c1	/	-6	-1	-4	1	-4	-2.0	-10	-6	3
COc1cc(C2C(C(=O)c3cccs3)=C(O)C(=O)N2Cc2ccco2)cc(OC)c1OC (centres undefined)	5	-6	0	0	-3	0	0.8	-2	-4	-2
CCn1cc(C(=O)NCCc2ccc(OC)c(OC)c2)c(=O)c2cc(S(=O)(=O)N3CCOCC3)ccc21	0	-2	0	-2	5	-16	1.3	-7	3	1
O=C(CCC(=O)OCC(=O)c1ccc([N+](=O)[O-])cc1)NC1CCCCC1	12	4	16	2	1	0	0.1	11	-3	2
O=C(Cc1ccc2c(c1)OCCO2)N/N=C/c1ccco1	3	1	-3	-1	-2	-3	1.7	1	-5	-3
O=C(NCc1cccnc1)c1ccc(-c2cccc(Cl)c2Cl)o1	-33	-1	6	-5	-2	9	-1.2	3	-11	1
CC1CC(C)CN(C(=O)COC(=O)Cc2ccc(Br)cc2)C1 (centres undefined)	-2	1	-4	-7	0	16	1.1	3	-5	-5
CCN(C[C@H]1N[C@@](Cc2ccccc2)(C(=O)OC)[C@H]2C(=O)N(C)C(=O)[C@@H]12)S(=O)(=O)c1ccc(OC(F)(F)F)cc1	-11	5	0	-7	21*	6	1.5	5	15	2

Ordered by SMILES length (descending): three of the compounds above
SMILES	HTRA1 inh	mABHD4 FP	PRMT1 FP inh	TCR-CD3 inh	UHRF1 binding	TDP2 absorb	PG9 binder	DDE Tn7 FP inh	SIAE primary	LEDGF integ inh
CC(=O)c1cc(CN2CCC(n3nccc3NC(=O)c3ccccc3C)CC2)cs1	-1	-1	0	5	-2	6	-1.9	-5	-6	2
COc1ccccc1S(=O)(=O)Cc1ccc(C(=O)NCC(OC)OC)o1	5	-5	1	-1	13	-3	-2.1	7	-2	5
O=C(COC(=O)c1cnccn1)NCc1ccccc1	1	3	0	0	0	13	-0.4	-7	-2	0

New compounds follow.
SMILES	HTRA1 inh	mABHD4 FP	PRMT1 FP inh	TCR-CD3 inh	UHRF1 binding	TDP2 absorb	PG9 binder	DDE Tn7 FP inh	SIAE primary	LEDGF integ inh
COCC(=O)N(C)C1(c2nnnn2CCOC(=O)Nc2ccc(Cl)cc2)CCCC1	-2	1	-1	-8	1	-14	-0.7	1	0	-5
COc1ccc(N2CCN(C(=O)c3ccc(CS(=O)(=O)c4ccccc4C)o3)CC2)cc1	4	-1	2	-6	2	-6	0.8	4	-8	-1
O=C(Nc1c(C(=O)C2CC2)oc2ccccc12)c1ccc(Cl)cc1	0	-7	1	0	4	-4	0.8	-1	6	-2
COc1ccc(-c2cc(CNS(=O)(=O)c3ccccc3)on2)cc1	-1	-6	-1	-4	2	7	-1.2	6	-4	0
N#CC1(NC(=O)CSc2nncn2-c2ccccc2F)CCCC1	6	-4	-1	2	0	5	-1.7	-11	-7	4
COc1cccc(-n2ccnc2SCC(=O)N2CCc3ccccc32)c1	0	0	-1	7	1	0	-1.2	-2	4	0
CSCCC(NC(=O)c1ccccc1)C(=O)Nc1ccc(C)cc1 (centres undefined)	-1	0	-3	2	0	5	-0.2	-5	6	-4
N#C/C(=C\c1cn(CC(=O)O)c2ccccc12)C(=O)NCc1ccccc1	-2	6	-2	5	-2	-5	-0.8	-7	2	5
CN(C(=O)c1cc(-c2cccs2)nn1-c1ccccc1)C1CCS(=O)(=O)C1 (centres undefined)	10	2	1	2	1	-1	0.0	-2	7	3
COc1ccccc1C(=O)CSc1nnc(-c2ccccn2)n1-c1ccccc1	/	5	-1	/	1	-13	/	2	5	0
CCCc1nc2sc3c(=O)[nH]cnc3c2c2c1CCCC2	/	-1	-3	-4	3	-10	1.6	-8	-6	1
O=C(COc1ccc2ccc(=O)oc2c1)NC1CCCCC1	7	9	1	-1	-3	6	0.1	3	9	-4
Cc1ccccc1-n1c(=O)cc(N2CCCCCC2)[nH]c1=O	7	-6	-4	11	-2	-6	0.4	-7	2	1
Cc1cccc(C(=O)NC2CCN(CC(=O)NCc3cccs3)CC2)c1	3	3	-2	3	0	-9	-0.3	-9	-4	3
CCCC1CCC2(CC1)CCC2OC(=O)Nc1ccc(F)cc1 (centres undefined)	/	-14	0	/	-1	-3	/	-3	-4	0
O=C(Nc1cc(Br)ccc1O)c1cc(-c2ccc3c(c2)OCO3)on1	1	-7	10	-5	6	-8	-2.0	-3	-2	-5
CCc1nc(SCC(=O)Nc2cc(C)ccc2OC)c2c(C)c(C)sc2n1	5	0	2	4	-1	4	-0.8	-5	1	3
CC[C@]1(C(=O)OC)[C@H]2C(=O)N(Cc3ccccc3)C(=O)[C@H]2[C@H]2CN=C(SCc3ccc(C#N)cc3)N21	1	-4	-1	-4	0	2	0.8	2	4	-3
O=C(/C=C\Nc1ccccn1)c1ccc(Cl)cc1	-10	-10	-1	1	-3	-2	0.0	6	-5	1
CC(C)c1ccccc1NC(=O)COC(=O)COc1ccccc1[N+](=O)[O-]	-3	7	3	-7	2	3	0.9	3	-1	2
COc1ccc(/C=N/N=C2/CC(C)(C)Cc3n[nH]c(=O)cc32)cc1	7	3	8	0	-7	-2	-2.9	1	1	-1
